LNCaP diff act: activators of LNCaP prostate cell differentiation; flow cytometry side scatter, 4 d; side scatter shift, % at 10 µM; 0.56% of 24,000 active; AID 795;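 active = side scatter shift above 30%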;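 note: androgen-responsive LNCaP prostate cancer cells in charcoal-stripped serum medium; percent of cells past a gate set so DMSO wells show 10% shift; higher shift means more granular cells and more differentiation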
VLA-4 antagonist: inhibition of LDV-FITC ligand binding to human VLA-4 integrin | AID 529 | Jurkat cells, LDV-FITC binding with Mn2+, flow cytometry; 100% = Mn2+-driven binding gain fully reversed | inhibition, % at 10 µM (by protocol) | 0.2% of 24,000 active | P13612;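 active = inhibition above 50%; inconclusive = compound itself fluorescent, judged against control cell fluorescence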;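 note: 0% = Mn2+ stimulated cells lacking compound and 100% = ligand binding without Mn2+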
Target sequence (P13612 whole entry, looked up): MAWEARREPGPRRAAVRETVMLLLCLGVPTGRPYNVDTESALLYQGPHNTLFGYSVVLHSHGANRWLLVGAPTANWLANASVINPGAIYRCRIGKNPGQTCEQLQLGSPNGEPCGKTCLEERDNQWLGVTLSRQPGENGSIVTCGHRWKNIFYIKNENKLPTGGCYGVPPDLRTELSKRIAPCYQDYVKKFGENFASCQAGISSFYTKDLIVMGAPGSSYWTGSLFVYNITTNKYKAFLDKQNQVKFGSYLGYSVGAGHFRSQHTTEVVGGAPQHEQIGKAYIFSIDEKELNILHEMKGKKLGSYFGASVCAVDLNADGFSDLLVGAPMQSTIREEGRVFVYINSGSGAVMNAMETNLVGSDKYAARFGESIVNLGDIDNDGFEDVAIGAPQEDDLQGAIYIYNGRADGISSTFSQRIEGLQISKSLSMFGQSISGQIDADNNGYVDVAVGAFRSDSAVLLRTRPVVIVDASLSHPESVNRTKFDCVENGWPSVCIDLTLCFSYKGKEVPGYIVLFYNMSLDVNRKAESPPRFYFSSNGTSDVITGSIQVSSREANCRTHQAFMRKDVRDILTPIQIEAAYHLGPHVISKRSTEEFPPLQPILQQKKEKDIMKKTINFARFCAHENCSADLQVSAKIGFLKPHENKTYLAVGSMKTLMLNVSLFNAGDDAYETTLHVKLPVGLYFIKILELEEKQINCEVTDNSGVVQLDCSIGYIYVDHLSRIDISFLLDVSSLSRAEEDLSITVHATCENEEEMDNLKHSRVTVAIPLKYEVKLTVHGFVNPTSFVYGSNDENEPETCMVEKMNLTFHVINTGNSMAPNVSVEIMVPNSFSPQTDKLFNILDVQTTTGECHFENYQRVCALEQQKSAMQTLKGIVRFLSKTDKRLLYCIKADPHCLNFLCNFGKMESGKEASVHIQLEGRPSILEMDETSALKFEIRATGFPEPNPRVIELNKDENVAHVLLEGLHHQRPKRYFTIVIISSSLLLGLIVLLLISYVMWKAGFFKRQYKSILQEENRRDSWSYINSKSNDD
VLA-4 agonist: allosterically activates the human VLA-4 integrin. activation, % at 10 µM (by protocol). 24,000 tested, under 10 active. AID 528. P13612. Jurkat cells, LDV-FITC binding, flow cytometry;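 active = fluorescent ligand binding to cells raised by more than 40% of the manganese-induced maximum; inconclusive = compound's own fluorescence above 85% of the ligand control signal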;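 note: 0% = ligand binding without compound and 100% = manganese-stimulated maximal binding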
Autofluor Jurkat: compound fluoresces in Jurkat cells, VLA-4 screen interference; compound autofluorescence, flow cytometry; active compounds read high; 1 = vehicle-only cell background; 0.61% of 24,000 active; fluorescence ratio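 (tested at 10 µM compound in the well)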;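 active = fluorescence ratio above 2.44, which is 1 plus 3 SD of all ratios; inconclusive = signal too bright to measure linearly, ratio around 10 or more; inactive = fluorescence ratio below 2.44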;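 note: green fluorescence of cells measured with 488 nm excitation and 530 nm emission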
* hit, by the source's call; ? = inconclusive.

1	CCSc1ncc(C#N)c(=O)[nH]1
2	CCOC(=O)N1CCN(c2c(N3CC=C(c4ccccc4)CC3)c(=O)c2=O)CC1
3	O=C(NC1CCCc2ccccc21)C1CCN(C(=O)c2sccc2-n2cccc2)CC1 (stereo unspecified)
4	O=C(CSc1ccc2nnc(-c3ccccc3)n2n1)N1CCCCC1
5	Cc1cc(C)nc(NC(=O)NS(=O)(=O)Nc2ccc(Br)cn2)n1
6	Cc1nnc(SCC(=O)Nc2c(Cl)cccc2Cl)[nH]c1=O
compound no. | 1 | 2 | 3 | 4 | 5 | 6
LNCaP diff act | 10 | 14 | 2 | 2 | 5 | 6
VLA-4 antagonist | -27 | -16 | 14 | -18 | -6 | -5
VLA-4 agonist | 5 | -2 | -3 | -3 | -3 | 2
Autofluor Jurkat | 1.2 | 0.81 | 1 | 1.2 | 0.97 | 1

7	c1ccc(-c2noc(C34CC5CC(CC(C5)C3)C4)n2)nc1
8	O=c1cc(N2CCN(c3ccc(F)cc3)CC2)[nH]c(=O)n1C1CCCCC1
9	Cn1c(=O)c2nc(-c3ccccc3)oc2c2ccccc21
10	CCCCCCc1c(O)nc(SCC(=O)O)[nH]c1=O
11	CC1CCCC(C)N1c1nnc(NC(=O)Cn2c(=O)oc3ccccc32)s1 (stereo unspecified)
12	O=C(CN1C(=O)CCS(=O)(=O)c2ccccc21)Nc1ccc2c(c1)OCCO2
compound no. | 7 | 8 | 9 | 10 | 11 | 12
LNCaP diff act | 13 | 34* | 12 | 7 | 6 | 7
VLA-4 antagonist | -21 | 30 | ? | -14 | 0 | 9
VLA-4 agonist | 4 | -4 | ? | 4 | 0 | 1
Autofluor Jurkat | 1 | 0.87 | 1.3 | 0.94 | 1.1 | 1

Four of the compounds above, with two lines to a compound.
The line under a structure holds: LNCaP diff act | VLA-4 antagonist | VLA-4 agonist | Autofluor Jurkat
5: Cc1cc(C)nc(NC(=O)NS(=O)(=O)Nc2ccc(Br)cn2)n1
  5 | -6 | -3 | 0.97
6: Cc1nnc(SCC(=O)Nc2c(Cl)cccc2Cl)[nH]c1=O
  6 | -5 | 2 | 1
7: c1ccc(-c2noc(C34CC5CC(CC(C5)C3)C4)n2)nc1
  13 | -21 | 4 | 1
8: O=c1cc(N2CCN(c3ccc(F)cc3)CC2)[nH]c(=O)n1C1CCCCC1
  34* | 30 | -4 | 0.87

Remaining list, next part:
13	O=C(CSc1nnc(C2COc3ccccc3O2)o1)NC1CCCCC1 (stereo unspecified)
14	COc1ccc(C)cc1NC(=O)c1nnn(CCc2ccccc2)c1N
15	Cc1nn(-c2ccc(C(=O)O)cc2)c(=O)c2ccccc12
16	O=C(NCc1ccco1)c1cc(-c2cccs2)on1
17	O=C(Cn1cnc2c(nnn2Cc2ccccc2F)c1=O)OCc1ccccc1
18	Cc1ccc(N(CC(=O)N2CCn3c2nc2ccccc23)S(=O)(=O)c2c(C)n[nH]c2C)cc1
compound no. | 13 | 14 | 15 | 16 | 17 | 18
LNCaP diff act | 10 | 5 | 6 | 10 | 13 | 13
VLA-4 antagonist | -19 | 9 | ? | 9 | 4 | 2
VLA-4 agonist | 7 | -1 | ? | 0 | -3 | -2
Autofluor Jurkat | 1.1 | 0.9 | 2.1 | 1 | 1.1 | 0.99

19	COc1ccc(S(=O)(=O)CCC(=O)NC2CCCCC2)cc1
20	CCOc1ccc(CCNC(=O)CCc2nc(-c3ccc(C)cc3)no2)cc1OCC
21	CC1CC(=O)N(CC(=O)Nc2ccc3c(c2)OCCO3)c2ccccc2S1 (stereo unspecified)
22	O=C1C=C(c2ccccc2)OC2(CCCC2)O1
23	CC(=O)C1C(c2ccc3ncccc3c2)NC(=O)NC1(O)C(F)(F)F (stereo unspecified)
24	CC(Sc1nc(-c2ccccc2)cc(C(F)(F)F)n1)C(=O)N1CCCC1 (stereo unspecified)
compound no. | 19 | 20 | 21 | 22 | 23 | 24
LNCaP diff act | 4 | 4 | 14 | 9 | 12 | 9
VLA-4 antagonist | -3 | 1 | 3 | 12 | 3 | -7
VLA-4 agonist | 8 | 4 | -6 | -12 | 1 | -2
Autofluor Jurkat | 1 | 0.98 | 1.1 | 1 | 0.93 | 1

Screen by screen, quoted from above.
LNCaP diff act for nos. 5–15: 5, 6, 13, 34*, 12, 7, 6, 7, 10, 5, 6
Autofluor Jurkat for nos. 5–15: 0.97, 1, 1, 0.87, 1.3, 0.94, 1.1, 1, 1.1, 0.9, 2.1

New compounds follow
25	CCOC(=O)N1CCN(c2c(NCCCN(C)c3ccccc3)c(=O)c2=O)CC1
26	CCOc1ccc(NS(=O)(=O)c2cc(Cl)ccc2OC)cc1
27	CCCCCn1c(=O)[nH]c2cc(C(=O)NCCCN3CCC(C)CC3)ccc2c1=O
28	CCC(=O)Nc1nonc1-c1nc2ccccc2n1Cc1ccc(Cl)c(Cl)c1
29	COc1ccc(S(=O)(=O)N2CCN(C3CCCCCCC3)CC2)cc1
30	O=C(NCCCN1CCOCC1)C1CCC(=O)N1CCc1ccccc1 (stereo unspecified)
compound no. | 25 | 26 | 27 | 28 | 29 | 30
LNCaP diff act | 7 | 11 | 16 | 12 | 13 | 12
VLA-4 antagonist | ? | 1 | 18 | 2 | -20 | 1
VLA-4 agonist | ? | 2 | -8 | 2 | -1 | 6
Autofluor Jurkat | 0.81 | 1 | 1.1 | 1.1 | 1.1 | 0.91

An excerpt from above, reduced to VLA-4 agonist and Autofluor Jurkat:
nr | mol | VLA-4 agonist | Autofluor Jurkat
28 | CCC(=O)Nc1nonc1-c1nc2ccccc2n1Cc1ccc(Cl)c(Cl)c1 | 2 | 1.1
27 | CCCCCn1c(=O)[nH]c2cc(C(=O)NCCCN3CCC(C)CC3)ccc2c1=O | -8 | 1.1

(cont.)
31	CCOC(=O)CSc1cn2c(n1)CCC2
32	COCCNC(=O)Cn1nc(C(F)(F)F)c(Br)c1C
33	Nc1nnn(Cc2ccccc2)n1
34	O=S(=O)(Nc1ccc(O)cc1)c1cccc2cccnc12
35	O=C(c1cc(-c2cccs2)on1)N1CCCCC1
36	CCOC(=O)c1[nH]cc(-c2ccccc2)c1N1CCOCC1
compound no. | 31 | 32 | 33 | 34 | 35 | 36
LNCaP diff act | 10 | 7 | 11 | 11 | 9 | 6
VLA-4 antagonist | -17 | -12 | -6 | -8 | 10 | -15
VLA-4 agonist | 4 | 2 | 6 | -3 | -3 | 0
Autofluor Jurkat | 1.1 | 1 | 1 | 1.1 | 1 | 1.1

37	Cc1ccc(SC(C)c2nc(-c3ccccc3)no2)cc1 (stereo unspecified)
38	CCN1CCN(c2nc3c(c(=O)[nH]c(=O)n3C)n2CCSc2nc3ccccc3s2)CC1
39	Cc1ccc(S(=O)(=O)N(C)Cc2cc3ccccc3[nH]c2=O)cc1
40	CCOc1cc(C#N)c(NC(=O)c2ccco2)cc1OCC
41	CC(C)(C)n1ncc2c(=O)n(CC(=O)N3CCCCCC3)cnc21
42	Oc1c(CN2CCOCC2)cc(-c2ccccc2)cc1CN1CCOCC1
compound no. | 37 | 38 | 39 | 40 | 41 | 42
LNCaP diff act | 7 | 7 | 9 | 7 | 7 | 4
VLA-4 antagonist | -24 | -20 | 6 | 0 | -1 | 7
VLA-4 agonist | -5 | 1 | -1 | 7 | 1 | -1
Autofluor Jurkat | 1 | 1.1 | 1 | 0.93 | 1.1 | 1.1

43	Cc1ccc(NC(=O)CN(C)S(=O)(=O)c2cccc3cccnc23)cc1
44	N#Cc1c(NC(=O)CSc2nc(N)cc(=O)[nH]2)sc2c1CCCCCC2
45	CS(=O)(=O)N1CCC(C(=O)NCc2ccc(F)cc2Cl)CC1
46	CSc1ccc(S(=O)(=O)N2CCN(Cc3ccc4c(c3)OCO4)CC2)cc1
47	COc1ccccc1C1/C(=C(/O)c2ccccc2)C(=O)C(=O)N1CC(C)O (stereo unspecified)
48	O=C(NCc1ccccn1)c1ccc(CS(=O)(=O)Cc2ccc(Cl)cc2)o1
compound no. | 43 | 44 | 45 | 46 | 47 | 48
LNCaP diff act | 2 | 3 | 9 | 9 | 6 | 3
VLA-4 antagonist | ? | -2 | 10 | 6 | 17 | -9
VLA-4 agonist | ? | -12 | 1 | -3 | -3 | -15
Autofluor Jurkat | 1.1 | 1.2 | 0.98 | 1.1 | 1 | 1.1

49	COc1cccc(CNC(=O)C2CCN(S(=O)(=O)N3CCCC3)CC2)c1
50	CCc1ccc(-c2nc(CN3CCC(C(=O)NCc4ccc(F)cc4)CC3)c(C)o2)cc1
51	CCOc1cc(C(=O)N(C)c2ccccc2)cc(OCC)c1OCC
52	Cc1nnc(NC(=O)C2C3C=CC(O3)C2C(=O)O)s1 (stereo unspecified)
53	CCOC(=O)c1ccc(NC(=O)COc2ccc(-n3cnnn3)cc2)cc1
54	O=C(CCCN1C(=O)c2ccccc2C1=O)Nc1ccc(Br)cn1
compound no. | 49 | 50 | 51 | 52 | 53 | 54
LNCaP diff act | 6 | 7 | 14 | 2 | 15 | 12
VLA-4 antagonist | -4 | ? | -16 | -5 | -13 | 5
VLA-4 agonist | -8 | ? | 2 | -2 | 8 | -6
Autofluor Jurkat | 1.1 | 1.1 | 1.1 | 1 | 1.1 | 1

55	Cc1cccc(N2CCN(c3cc(C)nc4nnnn34)CC2C)c1 (stereo unspecified)
56	Cc1c(NC(=O)CC(=O)Nc2c(C)n(C)n(-c3ccccc3)c2=O)c(=O)n(-c2ccccc2)n1C
57	Cc1cc(NC(=O)CCN2C(=O)C3C4C=CC(C4)C3C2=O)c2ccccc2n1 (stereo unspecified)
58	Clc1cc(Cl)c2nc(N3CCCCC3)sc2c1
59	CCOC(=O)N1CCN(C(=O)c2ccc3c(=O)n(CCc4ccccc4)c(=O)[nH]c3c2)CC1
60	CCOC(=O)c1cnc(-n2nc(C)cc2C)nc1N1CC(C)OC(C)C1 (stereo unspecified)
compound no. | 55 | 56 | 57 | 58 | 59 | 60
LNCaP diff act | 16 | 9 | 8 | 25 | 5 | 10
VLA-4 antagonist | ? | 1 | -10 | 2 | -17 | 0
VLA-4 agonist | 6 | -1 | 2 | -12 | 2 | 2
Autofluor Jurkat | 1.1 | 1.1 | 1 | 1 | 1.1 | 1.1

By substructure: the compounds so far with a COOH group (three)
10	CCCCCCc1c(O)nc(SCC(=O)O)[nH]c1=O
15	Cc1nn(-c2ccc(C(=O)O)cc2)c(=O)c2ccccc12
52	Cc1nnc(NC(=O)C2C3C=CC(O3)C2C(=O)O)s1 (stereo unspecified)
compound no. | 10 | 15 | 52
LNCaP diff act | 7 | 6 | 2
VLA-4 antagonist | -14 | ? | -5
VLA-4 agonist | 4 | ? | -2
Autofluor Jurkat | 0.94 | 2.1 | 1

Next part
61	CCn1c(SCC(=O)N2CCCc3ccccc32)nnc1-c1cccs1
62	CCCCCn1c(CCNC(=O)CCC)nc2ccccc21
63	Cc1ccc(NC(=O)CN(c2cc(C)cc(C)c2)S(=O)(=O)c2c(C)noc2C)nc1
64	O=C(N[C@@H](Cc1ccccc1)C(=O)O)c1cccnc1
65	COc1ccc(Nc2nc(OC)nc(N3CCN(c4ccc(OC)cc4)CC3)n2)cc1
66	CC1(C)Oc2ccc3ccc(=O)oc3c2/C(=C/NCCO)C1=O
compound no. | 61 | 62 | 63 | 64 | 65 | 66
LNCaP diff act | 8 | 3 | 12 | 5 | 11 | 12
VLA-4 antagonist | -2 | 2 | 6 | 5 | -4 | 17
VLA-4 agonist | 0 | -1 | -1 | -1 | -4 | -13
Autofluor Jurkat | 0.93 | 1 | 1 | 1 | 1.1 | 1.1

67	O=C(CN1CCN(c2ccccn2)CC1)N1c2ccccc2CCc2ccccc21
68	Cc1cc2cc(CN(CC3CCCO3)C(=O)c3cnccn3)c(=O)[nH]c2cc1C (stereo unspecified)
69	CCOc1cc2c(cc1OCC)C(C(=O)O)C(c1ccc(OC)c(O)c1)N(C)C2=O (stereo unspecified)
70	O=C(CSc1ncnc2c1nnn2-c1ccc(F)cc1)NCc1ccco1
71	COC(=O)c1ccc2c(c1)NC1=C(C(=O)CC(C)(C)C1)C(c1ccncc1)N2 (stereo unspecified)
72	COc1ccc(C2C(C(=O)N3CCC(C)CC3)c3ccccc3C(=O)N2C)cc1 (stereo unspecified)
compound no. | 67 | 68 | 69 | 70 | 71 | 72
LNCaP diff act | 11 | 8 | 10 | 1 | 2 | 6
VLA-4 antagonist | 8 | -9 | -12 | -12 | 19 | -1
VLA-4 agonist | -5 | 2 | -2 | 8 | -5 | 5
Autofluor Jurkat | 0.97 | 1.1 | 0.97 | 1 | 1.1 | 0.97

The list is partial; the hit share may differ from the screen's.
